LEDGF integ inh: blockers of LEDGF/p75-dependent integrase strand transfer – biochemical, TR-FRET, high throughput, primary screen. HIV-1 integrase (with human LEDGF/p75). AID 743269, 2014. TR-FRET IN-LEDGF/p75 DNA integration, Eu/Cy5. inhibition, % at 3.7 µM. 370,000 compounds, 0.64% hits;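 active = inhibition above the screen-wide mean plus 3 SD, cut at about 13% in these data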;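 also: signal is the Cy5 over europium emission ratio at 671 and 618 nm; 0% = plate median of compound wells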
HTRA1 inhibitor: HTRA1 serine protease inhibitors, primary screen, biochemical, fluorescence polarization, HTS; inhibition, % at 5.96 µM; 340,000 compounds, 0.5% hits; recombinant HTRA1, FP-rhodamine activity-based probe; in the data active = inhibition above about 36%;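 also: 0% = enzyme with DMSO and 100% = wells lacking enzyme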
TCR-CD3 inh: inhibitors of human TCR-CD3 interaction, primary screen, biochemical, fluorescence, TAMRA-labeled TCR probe; T-cell receptor (TCR); inhibition, % at 9.4 µM; 360,000 compounds, 0.37% hits; in the data active = inhibition above about 19%;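 also: recombinant mutant TCR 2C K166C tagged with TAMRA read by polarization; 0% = receptor in buffer alone and 100% = receptor with positive control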
ABHD4 inh: ABHD4 inhibitors, primary screen, biochemical, fluorescence polarization, mouse; 370,000 compounds, 0.54% hits; purified mABHD4, FP-Rh probe fluorescence polarization; (Lyso)-N-acylphosphatidylethanolamine lipase (Mus musculus), Q8VD66; inhibition, % at 8.92 µM; AID 720543, 2013;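 active = inhibition exceeding the mean over every tested compound plus 3 SD, cut at about 30% in these data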;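 also: 0% = plate median of compound wells and 100% = S159A mutant with DMSO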
Target sequence (Q8VD66 whole entry, looked up): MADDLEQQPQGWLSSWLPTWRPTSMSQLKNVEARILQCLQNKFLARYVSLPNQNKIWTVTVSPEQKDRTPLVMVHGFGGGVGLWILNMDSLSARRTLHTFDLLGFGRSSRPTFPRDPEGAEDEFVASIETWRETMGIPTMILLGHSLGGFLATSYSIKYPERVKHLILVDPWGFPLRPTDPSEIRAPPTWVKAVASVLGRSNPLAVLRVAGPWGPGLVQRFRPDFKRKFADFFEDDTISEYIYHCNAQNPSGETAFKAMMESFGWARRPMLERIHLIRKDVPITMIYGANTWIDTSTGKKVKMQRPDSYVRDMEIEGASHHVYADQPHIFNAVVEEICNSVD
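Doses – 8.92 µM, single dose · Material – wild-type mouse ABHD4 protein · Replication – single well per compound (singlicate) · Measure – percent inhibition of probe binding, normalized to plate controls · Schedule – 45 min compound pre-incubation plus 60 min probe step, 25 °C · Detection – fluorescence polarization with parallel and perpendicular emission, 525/598 nm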
PRMT1 inh: PRMT1 methyltransferase inhibitors, primary screen, biochemical, fluorescence polarization; Protein arginine N-methyltransferase 1 (Homo sapiens), Q99873; recombinant PRMT1, activity-based probe fluorescence polarization; inhibition, % at 2.79 µM; 370,000 compounds, 1.3% hits; AID 652257, 2013;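 active = inhibition above about 21% made by adding two undisclosed values, limit read from the data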
UHRF1 MBD2 ctr: UHRF1 methylated DNA binding inhibitors, primary screen, counter-screen for MBD2 inhibitor project, biochemical, TR-FRET, human UHRF1, single concentration; E3 ubiquitin-protein ligase UHRF1 (Homo sapiens), Q96T88; UHRF1 binding to methylated oligo; inhibition, % at 4.4 µM; 370,000 compounds, 0.75% hits; AID 687016, 2013; in the data active = inhibition above about 21%;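 also: UHRF1 SRA domain binding a hemimethylated CpG hairpin DNA probe; 0% = median of test compound wells and 100% = reference inhibitor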
PG9 Ab binder: binders of HIV-1 gp120 antibody PG9, primary screen, biochemical, TR-FRET; 360,000 compounds, 0.43% hits; HIV-1 gp120 / PG9 antibody interaction; inhibition, % at 6.7 µM; TR-FRET gp120-PG9 antibody binding; in the data active = inhibition above about 8.5%
SIAE inh: human SIAE inhibitors, primary screen, biochemical, fluorescence polarization, FP-Rh probe, 1536-well HTS; Sialate O-acetylesterase (Homo sapiens), Q9HAT2; SIAE FP-Rh probe binding; inhibition, % at 9.66 µM; 370,000 compounds, 0.69% hits; AID 1053197, 2014;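 active = inhibition above a cutoff: mean of compounds within the control limits plus 3 SD of those, cut at about 17% in these data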;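 also: 0% = plate median of compound wells and 100% = probe without SIAE protein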
DDE Tn7 FP inh: inhibitors of Tn7 peptide binding to fibrin DD(E), primary screen, biochemical, fluorescence polarization, human fibrin, Tn7 probe; 370,000 compounds, 0.13% hits; FP displacement of FITC-Tn7 peptide from fibrin DD(E); 0% = median of compound wells per plate; Fibrinogen beta chain (Homo sapiens), P02675; inhibition, % at 8.3 µM; AID 720508, 2013;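 active = inhibition above the mean of compounds falling within the control limits plus 3 SD of them, cut at about 14% in these data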;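 also: 0% = plate median of compound wells and 100% = 10 µM Aha-Tn7 peptide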
Target sequence (P02675 whole entry, looked up): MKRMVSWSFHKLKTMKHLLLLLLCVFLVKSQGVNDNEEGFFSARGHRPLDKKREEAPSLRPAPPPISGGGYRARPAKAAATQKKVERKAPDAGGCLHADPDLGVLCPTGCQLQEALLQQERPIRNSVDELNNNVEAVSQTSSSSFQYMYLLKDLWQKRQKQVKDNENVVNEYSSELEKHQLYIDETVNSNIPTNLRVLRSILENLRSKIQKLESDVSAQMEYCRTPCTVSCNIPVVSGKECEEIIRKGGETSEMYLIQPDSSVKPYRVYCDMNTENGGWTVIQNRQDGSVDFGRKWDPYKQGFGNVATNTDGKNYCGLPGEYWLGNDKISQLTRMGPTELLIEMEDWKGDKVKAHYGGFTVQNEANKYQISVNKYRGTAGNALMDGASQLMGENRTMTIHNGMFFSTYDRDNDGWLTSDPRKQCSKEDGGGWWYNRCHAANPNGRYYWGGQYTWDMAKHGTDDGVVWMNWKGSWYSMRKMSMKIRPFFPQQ
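Measure: % inhibition scaled between sample-field median and high-control FP; Test system: human fibrin DD(E); Quantity: 2 µM final DD(E) protein; Doses: one dose, 8.3 µM nominal; Schedule: compound with protein 10 min, then 3 h after probe, room temperature; Detection: fluorescence polarization; Medium: Tris buffer with calcium and detergent, pH 7.8.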
TDP2 absorb: human TDP2 enzyme inhibitors, primary screen, biochemical, epi absorbance, recombinant enzyme; 370,000 compounds, 0.34% hits; T5PNP hydrolysis, p-nitrophenol absorbance 415 nm; Tyrosyl-DNA phosphodiesterase 2 (Homo sapiens), O95551; inhibition, % at 12.8 µM;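 active = inhibition above the mean of all tested compounds plus 3 SD, set per campaign, cut at about 25% in these data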;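 also: 0% = DMSO with enzyme and 100% = buffer with substrate but no TDP2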
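Material: recombinant human TDP2; quantity: TDP2 enzyme at 120 nM final; medium: Tris-HCl pH 7.5 with MgCl2; compound: single concentration, 12.8 µM nominal, with 1% DMSO; incubation: 2 h enzyme incubation at 37 °C; signal: epi absorbance; measure: percent inhibition; benchmarks: high control without enzyme, low control DMSO plus TDP2; repeats: singlicate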
Active calls of the source: *; x = no result given.

Under each structure – TDP2 absorb	LEDGF integ inh	ABHD4 inh	DDE Tn7 FP inh	UHRF1 MBD2 ctr	HTRA1 inhibitor	PG9 Ab binder	SIAE inh	TCR-CD3 inh	PRMT1 inh
1. Cc1ccccc1CSCC(=O)NC(=O)NCc1ccco1
→ -1	9	3	7	13	-6	0.8	-2	-2	6
2. Cc1cccc(C)c1OCCOC(=O)c1n[nH]c2ccccc12
→ -4	-3	-23	6	0	-36	2.2	-6	-3	2
3. N=c1ccn(CC(=O)NC(N)=O)c2ccccc12
→ -3	2	2	4	-3	5	0.5	3	6	-2
4. O=C(O)CCCN=CC1=C(O)C(C(=O)c2ccccc2)CCC1=O (centres undefined)
→ 4	3	6	1	-1	2	1.6	7	-9	3
5. COCCNC(=O)C(c1ccco1)N(C(=O)Cn1nnc2ccccc21)c1cccc(C)c1C (centres undefined)
→ -11	0	2	4	1	3	0.6	0	-3	0
6. COc1ccc(NC(=O)c2cc3c([nH]c4ccccc43)c(C)n2)cc1
→ 13	0	-4	4	-2	-16	-0.6	-9	6	3
7. CCOC(=O)/C(=C(/C)N)C1CC(=O)NC1=O (centres undefined)
→ 2	2	-1	5	-2	-9	-1.2	-1	2	1
8. O=C1Nc2cnc(Cl)nc2Nc2ccc(Cl)cc21
→ 2	-2	-6	0	-1	x	0.0	-15	0	-3
9. COc1ccc(C(=O)c2oc3ccc(Br)cc3c2NC(C)=O)cc1
→ 5	0	1	3	0	-2	1.9	2	6	3
10. C[C@@H]1ON(C)[C@H]2C[C@H]3c4[nH]c5cccc(-c6cccc(F)c6)c5c4CCN3C(=O)[C@@H]12
→ -9	-1	4	-5	-2	x	0.5	10	5	-4
11. Cc1ccc(N(C(=O)CCC(=O)Nc2nccs2)C(C(=O)NC(C)(C)C)c2ccc(O)cc2)cc1 (centres undefined)
→ 3	-4	-6	6	2	-3	2.7	-5	-6	4
12. CC(C)N=c1cc2n(-c3ccc(Cl)cc3)c3ccccc3nc-2cc1Nc1ccc(Cl)cc1
→ -5	-2	61*	-5	1	70*	-1.1	17	12	15
13. Cc1ccc(Cn2ccsc2=NC(=O)COC(=O)C(C)C)cc1
→ 2	3	4	-6	-2	-1	0.9	0	2	3
14. O=C(Cc1cccc2ccccc12)N/N=C/c1ccc(OC(=O)/C=C/c2ccco2)cc1
→ 8	2	-10	3	3	-15	-3.2	-23	-5	2
15. CCc1cc[n+](C(C(=S)Nc2cccc(C)c2)=C([O-])c2ccc(C)c([N+](=O)[O-])c2)cc1
→ -8	4	-2	-1	4	-1	-0.3	6	-9	20
16. O=C(O)c1ccccc1C(=O)N1CCN(S(=O)(=O)c2cccc(C(F)(F)F)c2)CC1
→ -1	-3	-4	0	2	-4	-0.3	1	-1	1
17. O=C(O)C1CCCCC1C(=O)Nc1cc(C(F)(F)F)ccc1Cl (centres undefined)
→ -17	4	-9	2	2	11	-1.9	-13	1	-3
18. Cc1ccc2oc(C(=O)Nc3nnc(C)s3)c(C)c2c1
→ 7	0	4	6	0	0	1.3	-4	-2	1
19. OC(Cn1ccnc1)c1ccc(Cl)cc1Cl (centres undefined)
→ 5	0	0	2	-1	-2	0.0	-2	8	-1
20. Cc1cc(C=O)c(C)n1-c1ccc(N2CCOCC2)cc1
→ 1	-4	7	2	4	5	-1.9	5	-3	1
21. Cc1ccc(C)c2[nH]c(=O)c(C(c3nnnn3Cc3ccccc3)N3CCc4ccccc4C3)cc12 (centres undefined)
→ 5	0	10	0	-6	-4	1.4	2	-1	4
22. O=C(CSc1nnc2c(n1)[nH]c1ccc(S(=O)(=O)N3CCOCC3)cc12)Nc1ccc(F)c(F)c1
→ -3	6	-2	2	1	-28	-0.6	-7	-6	-11

12 entries from above, as tab-separated lines:
item	canonical_smiles	TDP2 absorb	LEDGF integ inh	ABHD4 inh	DDE Tn7 FP inh	UHRF1 MBD2 ctr	HTRA1 inhibitor	PG9 Ab binder	SIAE inh	TCR-CD3 inh	PRMT1 inh
11	Cc1ccc(N(C(=O)CCC(=O)Nc2nccs2)C(C(=O)NC(C)(C)C)c2ccc(O)cc2)cc1 (centres undefined)	3	-4	-6	6	2	-3	2.7	-5	-6	4
12	CC(C)N=c1cc2n(-c3ccc(Cl)cc3)c3ccccc3nc-2cc1Nc1ccc(Cl)cc1	-5	-2	61*	-5	1	70*	-1.1	17	12	15
13	Cc1ccc(Cn2ccsc2=NC(=O)COC(=O)C(C)C)cc1	2	3	4	-6	-2	-1	0.9	0	2	3
14	O=C(Cc1cccc2ccccc12)N/N=C/c1ccc(OC(=O)/C=C/c2ccco2)cc1	8	2	-10	3	3	-15	-3.2	-23	-5	2
15	CCc1cc[n+](C(C(=S)Nc2cccc(C)c2)=C([O-])c2ccc(C)c([N+](=O)[O-])c2)cc1	-8	4	-2	-1	4	-1	-0.3	6	-9	20
16	O=C(O)c1ccccc1C(=O)N1CCN(S(=O)(=O)c2cccc(C(F)(F)F)c2)CC1	-1	-3	-4	0	2	-4	-0.3	1	-1	1
17	O=C(O)C1CCCCC1C(=O)Nc1cc(C(F)(F)F)ccc1Cl (centres undefined)	-17	4	-9	2	2	11	-1.9	-13	1	-3
18	Cc1ccc2oc(C(=O)Nc3nnc(C)s3)c(C)c2c1	7	0	4	6	0	0	1.3	-4	-2	1
19	OC(Cn1ccnc1)c1ccc(Cl)cc1Cl (centres undefined)	5	0	0	2	-1	-2	0.0	-2	8	-1
20	Cc1cc(C=O)c(C)n1-c1ccc(N2CCOCC2)cc1	1	-4	7	2	4	5	-1.9	5	-3	1
21	Cc1ccc(C)c2[nH]c(=O)c(C(c3nnnn3Cc3ccccc3)N3CCc4ccccc4C3)cc12 (centres undefined)	5	0	10	0	-6	-4	1.4	2	-1	4
22	O=C(CSc1nnc2c(n1)[nH]c1ccc(S(=O)(=O)N3CCOCC3)cc12)Nc1ccc(F)c(F)c1	-3	6	-2	2	1	-28	-0.6	-7	-6	-11

An excerpt from above with just PRMT1 inh:
entry	SMILES	PRMT1 inh
2	Cc1cccc(C)c1OCCOC(=O)c1n[nH]c2ccccc12	2
3	N=c1ccn(CC(=O)NC(N)=O)c2ccccc12	-2

Screens deposited in PubChem by The Scripps Research Institute Molecular Screening Center.
